NPR2 activator: GC-B (human) receptor activation. P20594. HEK293-GC-B cells, CNP EC30, cGMP TR-FRET; 0% at EC30 CNP, 100% saturating CNP. activation, % at 10 µM. 0.11% of 370,000 active. AID 1920062;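 active = activation at 10 µM reaching about 35% in either raw or pattern-adjusted values, limit read from the data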
rCAG binder: molecules binding r(CAG) RNA repeats. r(CAG) RNA repeat, TO-PRO-1 dye displacement fluorescence. inhibition, % at 3 µM. 1.3% of 370,000 active;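 active = inhibition above the plate cutoff, the mean of all test compounds on that plate plus 3 SD, cut at about 35% in these data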;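 note: 0% = DMSO alone and 100% = 100 µM mitoxantrone as full dye displacement; higher means more dye released from RNA so lower well fluorescence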
GC-A act: GC-A (human) enzyme activation; HEK293 GC-A cells, cGMP TR-FRET, EC30 ANP; 0% at EC30 ANP, 100% saturating ANP; activation, % at 10 µM; 0.14% of 370,000 active; AID 1671463; in the data active = activation above about 40%
ABHD4 inh: inhibits mouse alpha/beta hydrolase domain 4; Q8VD66; purified mABHD4, FP-Rh probe fluorescence polarization; inhibition, % at 8.92 µM; 0.54% of 370,000 active; AID 720543;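 active = inhibition exceeding the mean over every tested compound plus 3 SD, cut at about 30% in these data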;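 note: 0% = plate median of compound wells and 100% = S159A mutant with DMSO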
Target sequence (Q8VD66 whole entry, looked up, the tested form may be a part): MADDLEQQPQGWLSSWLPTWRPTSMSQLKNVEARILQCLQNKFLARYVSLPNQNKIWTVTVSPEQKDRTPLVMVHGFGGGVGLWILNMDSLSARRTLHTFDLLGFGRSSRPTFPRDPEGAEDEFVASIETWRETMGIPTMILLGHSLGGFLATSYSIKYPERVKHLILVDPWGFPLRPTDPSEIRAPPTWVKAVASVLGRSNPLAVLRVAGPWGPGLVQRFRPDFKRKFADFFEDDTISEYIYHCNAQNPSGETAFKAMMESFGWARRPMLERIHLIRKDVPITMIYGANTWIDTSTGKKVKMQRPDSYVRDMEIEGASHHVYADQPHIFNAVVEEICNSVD
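Doses – 8.92 µM, single dose · Material – wild-type mouse ABHD4 protein · Replication – single well per compound (singlicate) · Measure – percent inhibition of probe binding, normalized to plate controls · Schedule – 45 min compound pre-incubation plus 60 min probe step, 25 °C · Detection – fluorescence polarization with parallel and perpendicular emission, 525/598 nm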
PG9 Ab binder: small molecules binding HIV-1 gp120 antibody PG9; TR-FRET gp120-PG9 antibody binding; inhibition, % at 6.7 µM; 0.43% of 360,000 active; in the data active = inhibition above about 8.5%
ARFGAP1 inh: inhibitors of rat ARFGAP1; inhibition, % at 16.5 µM; AID 651572; Arfgap1-stimulated ARF1 GTP hydrolysis, GDP FP detection; 0.26% of 360,000 active; Q62848;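 active = inhibition above a per-plate limit, mean inhibition of low control wells plus 3 SD, cut at about 25% in these data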;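 note: 0% = DMSO wells with enzyme and 100% = wells lacking Arfgap1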
Target sequence (Q62848 1-136 limits assumed): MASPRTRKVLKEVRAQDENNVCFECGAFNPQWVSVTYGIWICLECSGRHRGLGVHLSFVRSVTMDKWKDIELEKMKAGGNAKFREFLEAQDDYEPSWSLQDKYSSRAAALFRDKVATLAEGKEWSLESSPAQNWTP
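Material: truncated rat Arfgap1 GAP domain; Incubation: compound-enzyme preincubation 20 min, reaction 120 min, detection 60 min, 25 °C; Read-out: percent inhibition of Arfgap1-stimulated GTP hydrolysis; Technique: FP, GDP Alexa 633 tracer displaced from anti-GDP antibody, 620/688 nm; Controls: No-Arfgap1 wells (100%) versus DMSO full-reaction wells (0%); Replication: single well per compound.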
NR1D1 modulator: Rev-erb alpha (human) modulation | P20393 | Rev-erbα–FITC-DNA binding, fluorescence polarization, 90 min | activity, % at 10 µM | 0.79% of 370,000 active;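 active = activity above about 14%, limit read from the data; passing the limit was not always enough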;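 note: 0% = DMSO wells with 35 nM protein and 100% = DMSO wells with 750 nM protein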
ASAP1 inh: inhibitors of human ASAP1 ArfGAP activity; ASAP1-stimulated ARF1 GTP hydrolysis, GDP FP detection; inhibition, % at 16.5 µM; 0.19% of 360,000 active; Q9ULH1; in the data active = inhibition above about 25%;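 note: 0% = vehicle with enzyme and substrate and 100% = no enzyme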
Target sequence (Q9ULH1 325-724 limits assumed): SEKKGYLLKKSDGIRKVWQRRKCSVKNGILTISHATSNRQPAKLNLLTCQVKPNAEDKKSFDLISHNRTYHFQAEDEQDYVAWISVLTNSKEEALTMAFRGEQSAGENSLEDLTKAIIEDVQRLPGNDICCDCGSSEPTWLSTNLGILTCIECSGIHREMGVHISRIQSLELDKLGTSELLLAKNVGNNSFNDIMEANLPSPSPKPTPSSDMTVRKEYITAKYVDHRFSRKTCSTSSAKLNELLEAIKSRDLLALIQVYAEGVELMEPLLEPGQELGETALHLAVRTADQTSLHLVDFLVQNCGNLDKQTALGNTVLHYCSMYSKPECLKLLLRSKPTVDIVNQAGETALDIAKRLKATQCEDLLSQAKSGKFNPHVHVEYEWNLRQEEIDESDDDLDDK
SMARCA2 activ: increases SMARCA2 function in MMTV reporter cells | activation, % at 9.1 µM | 1% of 370,000 active | MG213 cells, MMTV-luciferase reporter, dexamethasone, overnight | AID 652017; in the data active = activation above about 7.8%;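 note: 0% = vehicle wells and 100% = reference activator wells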
HTRA1 inhibitor: inhibitors of human serine peptidase HTRA1; inhibition, % at 5.96 µM; AID 504803; recombinant HTRA1, FP-rhodamine activity-based probe, fluorescence polarization; 0.5% of 340,000 active; in the data active = inhibition above about 36%;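 note: 0% = enzyme with DMSO and 100% = wells lacking enzyme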
Starred values were filed as active, the others as inactive; . = no result given.

SMILES	NPR2 activator	rCAG binder	GC-A act	ABHD4 inh	PG9 Ab binder	ARFGAP1 inh	NR1D1 modulator	ASAP1 inh	SMARCA2 activ	HTRA1 inhibitor
CCN(CC)S(=O)(=O)c1ccc2nc(SC)sc2c1	2	1	0	-4	-4.2	2	-1	-3	0	-10
O=C(NCc1ccccn1)C1CCN(Cc2cccc(OCc3ccccc3)c2)CC1	0	-1	1	7	-1.3	-1	-7	-4	0	-2
Cc1ccc(S(=O)(=O)N2CCOCC2)cc1NCC(=O)Nc1ccc(OC(F)(F)F)cc1	3	2	3	3	-0.4	3	2	0	0	2
COc1ccccc1N(CC(=O)Nc1cccc(C(F)(F)F)c1)S(C)(=O)=O	0	-4	-5	-6	-1.8	-2	3	1	-4	-8
Cc1cccc(NC(=O)c2ccc(S(=O)(=O)N3CCCCC3)cc2)n1	-4	2	1	5	2.9	-6	-6	12	-7	-2
CN(C)c1ccc(C(=O)OCC#CCSc2nnc(-c3cccc4ccccc34)o2)cc1	5	4	-2	3	-0.5	-5	16	6	0	3
CCOC(=O)c1ccc(-n2c(=O)[nH]c3ccccc3c2=O)cc1	1	-2	-3	5	-0.3	8	0	-6	-3	4
O=C(NCCc1ccc(OC(F)F)cc1)C1CC(=O)N(c2ccc3c(c2)OCCO3)C1 (configuration not stated)	-6	3	-2	-1	2.4	-1	6	-26	-2	3
Cn1c(=O)oc2cc(S(=O)(=O)CCC(=O)NCCc3ccccc3)ccc21	5	0	-2	4	-1.4	-1	0	0	-1	-3
CSc1nc(SCC(=O)O)c2sc3nc(-c4ccccc4)c4c(c3c2n1)CCC4	-3	39*	-9	-12	1.4	-1	-11	0	1	-51
NS(=O)(=O)c1ccc(CCNC(=O)c2ccc(Cn3c(=O)[nH]c4ccccc4c3=O)cc2)cc1	3	8	5	-13	8.4	-5	19*	0	2	-15
c1ccc(CCc2nn3c(C4COc5ccccc5O4)nnc3s2)cc1 (configuration not stated)	0	-2	8	-2	0.4	14	-5	0	0	-14
O=C(COc1c(F)c(F)cc(F)c1F)NNC(=O)CC1CCS(=O)(=O)C1 (configuration not stated)	7	1	0	-4	-0.7	6	-4	9	1	-3
CCCCNC(=O)C1(C)CCCCN1C(=O)c1cc(OC)ccc1Br (configuration not stated)	4	-2	1	-8	-2.1	-4	-3	-4	1	.
COCCCNC(=O)Cn1ccc(NC(=O)OCc2ccccc2)nc1=O	-4	-3	-1	-3	-0.5	4	0	-5	0	-5
COc1cc2c(cc1NC(=O)C(C)Sc1ccc(NC(C)=O)cc1)oc1ccccc12 (configuration not stated)	6	11	-2	-85	-4.8	4	0	17	-4	-82
CCS(=O)(=O)c1ccc(N=Nc2ccc(O)c3ncccc23)c(OC)c1	-1	10	-1	22	-7.1	-6	4	10	-1	47*
CCN(CC(=O)Nc1ccc([N+](=O)[O-])cc1OC)CC(=O)NC(C)(C)C	1	-1	0	5	-1.7	4	-2	-2	5	4
COc1ccc(CCN2C(=O)CSC2c2ccc(F)cc2)cc1 (configuration not stated)	-1	-4	-1	-14	1.6	7	-5	-4	4	-21
CC(=O)c1cccc(NS(=O)(=O)c2csc(C(N)=O)c2)c1	4	0	5	-1	-4.1	13	3	1	-2	8
C[C@@H]1COc2cc(N3CCCCC3)ccc2S(=O)(=O)N1	1	2	7	2	-0.6	6	4	-11	0	.
COc1ccc(-c2nnc(SCc3nnc(-c4ccc(Cl)cc4)o3)n2-c2ccccc2)cc1	-8	-4	-18	6	-1.2	-1	-3	17	0	-27
CC(=O)NC1(C(F)(F)F)C(=O)Nc2c1c(=O)[nH]c(=O)n2CCc1ccccc1 (configuration not stated)	3	4	-5	-3	-2.3	0	4	3	-2	0
COc1ccccc1C(=O)Nc1cccc2nc(C)ccc12	6	2	1	-1	-1.6	-17	-3	8	3	-2
Cc1ccc(N2CC(C(=O)Nc3ccc4c(c3)OCCO4)CC2=O)cc1C (configuration not stated)	0	-2	-1	-1	0.5	10	0	-1	-6	2
O=C(CSc1ncn[nH]1)NCCOc1ccccc1	-3	3	0	8	1.0	7	-3	6	1	1
COC(=O)c1ccc[n+](CC(=O)c2ccc(Br)cc2)c1	-1	4	-1	3	0.4	14	2	2	4	-2
CCOC(=O)C1C(c2ccc3c(c2)OCO3)NC(=O)NC1(O)C(F)(F)F (configuration not stated)	0	-2	1	7	-2.5	-2	-4	1	0	12
COCCN(C(=O)COC(=O)/C=C/c1cccs1)c1c(N)n(Cc2ccccc2)c(=O)[nH]c1=O	-7	-4	3	0	0.3	-4	4	16	0	-1
COc1ccc(C)cc1NC(=O)COC(=O)c1c(-c2ccccc2)noc1C	-5	0	-4	-3	1.3	6	-3	-14	-2	-4
CCC(=O)OCc1c(C(F)(F)F)nn(C)c1Sc1ccc(F)cc1	-4	-10	-4	-3	-0.8	-7	-2	-13	-2	-9
CCN(CC)C1Oc2cc3c(cc2C(c2cc(OC)c(OC)c(OC)c2)C1C)OCO3 (configuration not stated)	4	1	-6	-8	-1.0	-13	8	-5	-3	0
COC(CNC(=O)Cc1c(C)nc2c(-c3ccccc3)c(C)nn2c1C)OC	-3	-5	-1	-1	-0.2	-6	-2	13	-2	9
C=CCN(C(=O)CCC(=O)O)C1CC(=O)N(c2ccc(OC)cc2)C1=O (configuration not stated)	-1	4	1	6	-0.3	0	7	-2	1	-5
C[C@H]1CCC[C@]2(O[C@@H](CCO)C[C@@H](O)[C@@H]2O)O1	5	3	3	-5	2.7	-1	-1	5	-1	-5
CCc1cccc2c(C(=O)CN3C(=O)N(C)C4(CCCCC4)C3=O)c[nH]c12	1	4	-1	-16	-0.6	-16	-4	-22	2	-17
O=C1OCCC1Sc1nc2cc(Cl)ccc2n1Cc1ccccc1 (configuration not stated)	-16	8	-21	-14	3.6	-6	3	-6	-2	-13
Cc1nn(CC(O)c2ccccc2)c(C)c1Br (configuration not stated)	-6	-2	0	-5	0.9	6	-2	5	2	3
CC(C)NC(=S)Nc1ccc2[nH]c(=O)[nH]c2c1	-3	0	2	-1	-0.3	7	-2	0	2	5
CC1NC(=O)c2ccccc2-n2c1nc1ccc(F)cc1c2=O (configuration not stated)	1	2	3	-2	1.6	5	5	13	1	.
COCCN1CCN(C(=O)c2ccc3nc(Cc4ccccc4F)oc3c2)CC1	-3	-3	3	-6	1.7	1	0	-13	1	3
Fc1ccc(-c2nc3c4ccccc4ccn3c2CC2CCCCC2)cc1	3	2	1	-4	2.0	-15	-4	-17	3	.
COc1ccccc1N(C)S(=O)(=O)c1ccc(Cl)c(C(=O)Nc2cccc(C)n2)c1	1	-2	1	-2	0.8	-3	5	1	3	-13
Cc1ccc(N/N=C/c2cccnc2)cc1	6	0	-4	0	-4.4	-13	4	-12	4	4
CC1=Nc2nc(N3CCCCC3)c(C#N)c3c4c(nc(c23)N1)N(c1ccc(C(C)C)cc1)C(=O)C4	-3	62*	10	44*	1.9	11	-3	8	-3	2
Cc1cc(C)c(NC(=O)CNC(=O)c2cc([N+](=O)[O-])ccc2N2CCOCC2)c(C)c1	3	1	-1	0	1.6	-5	-1	10	0	1
CN(C)c1ccc(NC(=O)Nc2ccc3c(c2)nnn3C)cc1	-7	3	-15	-2	-25	5	3	-3	20*	9
c1ccc(CCCNc2ncnc3nc[nH]c23)cc1	0	4	-1	2	1.9	6	-6	15	0	6
CCOC(=O)CNC(=O)C1(c2ccccc2)CCCC1	4	-1	0	-5	-0.7	3	-2	-2	-1	-7
C[C@H]1[C@@H](C(=O)N2CCCC2)Cc2nc3ccccc3nc2C[C@@H]1c1ccccc1	-4	4	-5	4	.	.	0	.	-1	.
Cc1ccc(N/N=C/c2ccc3c(c2)OCCO3)cc1Cl	6	5	0	13	-0.7	13	1	3	3	3
NC(=O)c1c(NC(=S)Nc2ccccc2)sc2c1CCCC2	0	14	-5	16	4.3	-12	4	4	-1	-3
COc1ccccc1NC(=S)Nc1ccccc1F	0	2	4	-1	2.0	-18	-2	-1	0	-1
COC(=O)c1ccc(C(=O)OC)c(NC(=O)CCC(=O)O)c1	2	-2	0	2	1.5	11	0	-6	0	2
COc1ccc(NC(=O)C2CCN(S(=O)(=O)c3cn(C)nc3C)CC2)cc1	1	0	1	-4	-3.3	-3	1	-5	0	-4
O=[N+]([O-])c1ccc(CN2CCN(c3ccccc3)CC2)o1	7	2	7	10	-0.1	-1	4	4	-2	-3
CC1CC(C)(C)NC(=S)N1CC(=O)N(C)Cc1ccccc1 (configuration not stated)	1	-4	1	-1	-1.5	2	9	17	0	3
COc1cccc(-c2cc(C(=O)NCCCn3ccnc3)no2)c1	-5	-3	-1	5	0.8	-9	-9	-15	0	7
c1ccc2[nH]c(C3CC3)nc2c1	7	0	0	5	-2.1	12	10	8	0	1
Cc1ccc(C2=Nc3ccccc3SC(c3cccc([N+](=O)[O-])c3)C2)cc1 (configuration not stated)	1	-3	0	5	-1.2	-5	7	11	-1	-16

Reprinted at random: 2 compounds from above.
SMILES	NPR2 activator	rCAG binder	GC-A act	ABHD4 inh	PG9 Ab binder	ARFGAP1 inh	NR1D1 modulator	ASAP1 inh	SMARCA2 activ	HTRA1 inhibitor
COc1ccc(NC(=O)C2CCN(S(=O)(=O)c3cn(C)nc3C)CC2)cc1	1	0	1	-4	-3.3	-3	1	-5	0	-4
NC(=O)c1c(NC(=S)Nc2ccccc2)sc2c1CCCC2	0	14	-5	16	4.3	-12	4	4	-1	-3

Sorted by the number under NR1D1 modulator (smallest number first): some entries from above
mol	NPR2 activator	GC-A act	PG9 Ab binder	ARFGAP1 inh	NR1D1 modulator	ASAP1 inh	SMARCA2 activ	HTRA1 inhibitor
COc1cccc(-c2cc(C(=O)NCCCn3ccnc3)no2)c1	-5	-1	0.8	-9	-9	-15	0	7
COc1ccccc1NC(=S)Nc1ccccc1F	0	4	2.0	-18	-2	-1	0	-1
Cc1cc(C)c(NC(=O)CNC(=O)c2cc([N+](=O)[O-])ccc2N2CCOCC2)c(C)c1	3	-1	1.6	-5	-1	10	0	1
COC(=O)c1ccc(C(=O)OC)c(NC(=O)CCC(=O)O)c1	2	0	1.5	11	0	-6	0	2
COc1ccc(NC(=O)C2CCN(S(=O)(=O)c3cn(C)nc3C)CC2)cc1	1	1	-3.3	-3	1	-5	0	-4
NC(=O)c1c(NC(=S)Nc2ccccc2)sc2c1CCCC2	0	-5	4.3	-12	4	4	-1	-3

More structures
SMILES	NPR2 activator	rCAG binder	GC-A act	ABHD4 inh	PG9 Ab binder	ARFGAP1 inh	NR1D1 modulator	ASAP1 inh	SMARCA2 activ	HTRA1 inhibitor
O=C(NCC(c1ccco1)N1CCOCC1)c1c(F)cccc1F (configuration not stated)	7	-1	1	3	2.1	-5	-3	2	-1	0
O=C(c1sc2cc(F)ccc2c1Cl)N1CCN(c2cccc(Cl)c2)CC1	3	-1	0	-6	-0.4	-13	-1	-1	-3	-24
O=C(CS(=O)c1cccc(C(F)(F)F)c1)Nc1ccccc1Cl (configuration not stated)	-5	-1	0	4	-0.2	3	5	0	2	-3
CC1CCCCC1NC(=O)/C(C#N)=C/c1ccccc1F (configuration not stated)	6	-4	16	5	-1.1	10	4	15	1	-1
O=C1CC(c2ccc3c(c2)OCCO3)Oc2ccccc21 (configuration not stated)	8	0	6	-3	-1.8	6	-1	-2	4	-10
CCC(=O)Nc1ccc(C(=O)OCc2ccccc2Cl)cc1	-4	-1	1	-23	-1.6	6	4	-4	4	-46

From PubChem BioAssay
